High-throughput results from PubChem.
p-CIP stab down: p/CIP protein destabilization; hit rate 0.01% among 290,000; AID 1984; F442A p/CIP-EGFP cells, EGFP fluorescence, 16 h; decrease of EGFP signal, % at 10 µM;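 active means EGFP signal decrease of at least 30% at 10 µM or well 3 SD below plate mean, unless failing retest; inactive means the rest, including hits failing retest or dose response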; further: some compounds called inactive have numbers as strong as hits; many of its hits are not listed in these tables
PfM18AAP inh: blocks P. falciparum M18 aspartyl aminopeptidase. recombinant PfM18AAP, H-Glu-NHMec fluorogenic cleavage. inhibition, % at 7.35 µM. hit rate 1.2% among 290,000. AID 1822;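 active means inhibition above the campaign mean inhibition over all tested compounds plus 3 SD, cut at about 28% in these data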;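 further: 0% = plate median of test compound wells and 100% = 2 mM ZnCl2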
IDE cell activ: boosts human insulin-degrading enzyme activity in HEK cells | FAbeta-B cleavage, fluorescence polarization; 0% vehicle, 100% cell-free pure enzyme wells | activation, % at 5.96 µM | hit rate 0.073% among 340,000 | AID 493087;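 active means activation above the mean of all tested compounds plus 3 SD, set per screening campaign, cut at about 17% in these data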
Target sequence (P14735 whole entry, looked up): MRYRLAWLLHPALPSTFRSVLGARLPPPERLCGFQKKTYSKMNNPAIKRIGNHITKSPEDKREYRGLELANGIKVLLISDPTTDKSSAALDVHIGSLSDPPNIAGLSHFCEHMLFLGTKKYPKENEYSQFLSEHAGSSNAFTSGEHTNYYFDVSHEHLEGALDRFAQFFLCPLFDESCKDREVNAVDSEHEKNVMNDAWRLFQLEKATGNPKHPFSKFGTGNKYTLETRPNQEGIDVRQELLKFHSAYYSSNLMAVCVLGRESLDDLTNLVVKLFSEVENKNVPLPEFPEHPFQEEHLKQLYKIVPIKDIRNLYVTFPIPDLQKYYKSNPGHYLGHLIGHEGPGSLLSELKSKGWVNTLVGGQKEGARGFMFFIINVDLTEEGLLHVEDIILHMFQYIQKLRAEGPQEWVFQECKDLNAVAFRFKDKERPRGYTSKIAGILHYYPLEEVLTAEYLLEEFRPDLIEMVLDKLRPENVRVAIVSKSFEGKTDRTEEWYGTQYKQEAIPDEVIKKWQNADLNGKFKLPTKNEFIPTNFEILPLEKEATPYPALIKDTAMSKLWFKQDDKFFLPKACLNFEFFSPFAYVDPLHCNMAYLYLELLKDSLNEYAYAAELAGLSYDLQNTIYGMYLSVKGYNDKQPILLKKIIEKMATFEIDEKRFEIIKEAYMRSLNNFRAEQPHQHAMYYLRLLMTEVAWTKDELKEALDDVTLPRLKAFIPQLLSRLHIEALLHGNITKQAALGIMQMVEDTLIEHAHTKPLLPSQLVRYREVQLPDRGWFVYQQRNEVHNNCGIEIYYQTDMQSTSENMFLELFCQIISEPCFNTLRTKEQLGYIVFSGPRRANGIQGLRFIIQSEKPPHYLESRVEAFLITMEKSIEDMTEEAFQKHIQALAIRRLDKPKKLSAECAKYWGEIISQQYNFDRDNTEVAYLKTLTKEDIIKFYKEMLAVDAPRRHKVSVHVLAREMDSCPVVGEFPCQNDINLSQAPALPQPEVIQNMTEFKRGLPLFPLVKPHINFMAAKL
UBC9 SUMO inh: SUMOylation inhibition; HTRF SUMOylation assay, SAE1/SAE2 + UBC9, in vitro; inhibition, % at 35 µM; hit rate 0.36% among 290,000; AID 2006; in the data active means inhibition above about 50%, passing the limit was not always enough; further: strong numbers were not always called active
NALP1 yeast inh: blocks the NALP1 inflammasome reconstituted in yeast; hit rate 0.61% among 280,000; inhibition, % at 10 µM; S. cerevisiae NALP1/ASC/caspase-1 growth, X-gal OD620, 72 h; in the data active means inhibition mostly above about 24%, no sharp cut-off; inactive means mostly below about 32%; further: some compounds called inactive have numbers as strong as hits
MEKK2 mut-MEK5: signal of MEK5 binding to mutant human MEKK2 PB1 domain; bead flow cytometry, Alexa488-MEK5 binding to MEKK2 mutant; percent response, % at 10 µM; hit rate 0.35% among 290,000; AID 1530; in the data active means percent response above about 24%, passing the limit was not always enough; further: inactives centre near 1; some results filed as inactive read as strong as hits; reference of the scale not given here
IDE cell inh: cellular human IDE inhibition; P14735; HEK cells, FAbetaB cleavage, fluorescence polarization; inhibition, % at 5.59 µM; hit rate 0.41% among 320,000; AID 434962;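 active means percent inhibition above the average of all tested compounds plus 3 SD, set per screening campaign, cut at about 16% in these data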;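 further: IDE supplied by intact live HEK cells; FP after avidin binding of uncleaved biotin substrate so inhibition keeps polarization high; 0% = DMSO wells and 100% = 60 µM reference IDE inhibitor Ii1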
MEKK3 PB1 HTS: modulators (inhibitors or enhancers) of MEK5 binding to human MEKK3 PB1 domain; Q99759; bead-based flow cytometry, Alexa488-MEK5 binding to MEKK3; actives lie on both sides; 0 = blocked by unlabeled MEK5, 100 = vehicle; binding response (% of control), % at 10 µM; hit rate 1.4% among 290,000; AID 1529;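 active means binding response more than 3 SD above or below the average of its plate-row segment, actives on both sides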;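 further: Alexa488 bead fluorescence after subtracting the streptavidin-only scavenger bead signal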
MEKK2wt PB1 HTS: raises or lowers MEK5 binding to wildtype human MEKK2 PB1 domain; bead flow cytometry, Alexa488-MEK5 binding to MEKK2 WT; actives lie on both sides; Q9Y2U5; hit rate 1.1% among 290,000; binding response (% of control), % at 10 µM; in the data active means binding response below about 67% or above about 130%
* hit, by the source's call. Some of the compounds tested (hit frequency here may not be typical).

O=C(NCc1ccc2c(c1)OCO2)C1CC(=O)N(c2ccc(O)cc2)C1 (stereo not given) was read as p-CIP stab down -5, PfM18AAP inh -1, IDE cell activ 2, UBC9 SUMO inh 12, NALP1 yeast inh 12, MEKK2 mut-MEK5 5, IDE cell inh -5, MEKK3 PB1 HTS 103 and MEKK2wt PB1 HTS 103.
For CC(=O)c1ccccc1NS(C)(=O)=O the results were p-CIP stab down -11, PfM18AAP inh -10, IDE cell activ 1, UBC9 SUMO inh -3, NALP1 yeast inh -8, MEKK2 mut-MEK5 -1, IDE cell inh -1, MEKK3 PB1 HTS 99 and MEKK2wt PB1 HTS 100.
Screening O=C(Nc1nnc(CCc2ccccc2)s1)c1ccco1 returned p-CIP stab down -4, PfM18AAP inh -1, IDE cell activ -2, UBC9 SUMO inh 26, NALP1 yeast inh -11, MEKK2 mut-MEK5 1, IDE cell inh -2, MEKK3 PB1 HTS 99 and MEKK2wt PB1 HTS 97.
COc1ccc(C(=O)NCCc2ccccc2)cc1[N+](=O)[O-] was read as p-CIP stab down -6, PfM18AAP inh 4, IDE cell activ -2, UBC9 SUMO inh 10, NALP1 yeast inh 4, MEKK2 mut-MEK5 4, IDE cell inh -3, MEKK3 PB1 HTS 70 and MEKK2wt PB1 HTS 73.
For CC(NC(=O)CSCc1ccccc1Br)c1ccccc1 (stereo not given) the results were p-CIP stab down 0, PfM18AAP inh 6, IDE cell activ 3, UBC9 SUMO inh 1, NALP1 yeast inh 44, MEKK2 mut-MEK5 -1, IDE cell inh -3, MEKK3 PB1 HTS 107 and MEKK2wt PB1 HTS 104.
For COC(=O)c1ccccc1NC(=O)CNc1cc(Cl)ccc1N1CCOCC1 the results were p-CIP stab down -1, PfM18AAP inh 5, IDE cell activ 7, UBC9 SUMO inh 2, NALP1 yeast inh 19, MEKK2 mut-MEK5 0, IDE cell inh 0, MEKK3 PB1 HTS 96 and MEKK2wt PB1 HTS 88.
`O=C(N/N=C\c1c(O)ccc2ccccc12)c1ccc(S(=O)(=O)N2CCCCC2)cc1` gave p-CIP stab down 3, PfM18AAP inh 9, IDE cell activ -17, UBC9 SUMO inh -13, NALP1 yeast inh -13, MEKK2 mut-MEK5 -1, IDE cell inh 0, MEKK3 PB1 HTS 98 and MEKK2wt PB1 HTS 102.
`Cc1cccn2c(=O)c(/C=N/O)c(NCc3ccccc3)nc12` gave p-CIP stab down -11, PfM18AAP inh 2, IDE cell activ 2, UBC9 SUMO inh 22, NALP1 yeast inh -14, MEKK2 mut-MEK5 15, IDE cell inh 4, MEKK3 PB1 HTS 107 and MEKK2wt PB1 HTS 107.
`O=S(N1CCc2ccccc21)C12CC3CC(CC(C3)C1)C2` (stereo not given) gave p-CIP stab down 5, PfM18AAP inh -14, IDE cell activ 6, UBC9 SUMO inh 3, NALP1 yeast inh 2, MEKK2 mut-MEK5 -8, IDE cell inh 3, MEKK3 PB1 HTS 80 and MEKK2wt PB1 HTS 93.
Screening N#Cc1cn(OCc2ccccc2)c(=O)[nH]c1=O returned p-CIP stab down -8, PfM18AAP inh 3, IDE cell activ 2, UBC9 SUMO inh 17, NALP1 yeast inh 26, MEKK2 mut-MEK5 -1, IDE cell inh 1, MEKK3 PB1 HTS 98 and MEKK2wt PB1 HTS 97.
Screening CSc1nc(SCC(=O)NC(c2ccccc2)c2ccccc2)c2c3c(sc2n1)CN(C)CC3 returned p-CIP stab down -6, PfM18AAP inh -4, IDE cell activ 2, UBC9 SUMO inh 26, NALP1 yeast inh 6, MEKK2 mut-MEK5 4, IDE cell inh 2, MEKK3 PB1 HTS 97 and MEKK2wt PB1 HTS 105.
Cc1[nH]nc2c1C(CCc1ccccc1)C(C#N)=C(N)O2 (stereo not given) was read as p-CIP stab down 0, IDE cell activ 1, UBC9 SUMO inh 10, NALP1 yeast inh 6, MEKK2 mut-MEK5 8, IDE cell inh 3, MEKK3 PB1 HTS 99 and MEKK2wt PB1 HTS 99.
Screening O=C(c1ccc(C(F)(F)F)cc1)C1CCCN(Cc2cccn2-c2ncccn2)C1 (stereo not given) returned p-CIP stab down -10, PfM18AAP inh 2, IDE cell activ 1, UBC9 SUMO inh 0, NALP1 yeast inh 10, MEKK2 mut-MEK5 -7, IDE cell inh 2, MEKK3 PB1 HTS 97 and MEKK2wt PB1 HTS 104.
For COc1ccc(NC(=O)/C(=C\c2ccc(OC)c(OC)c2)NC(=O)c2ccco2)cc1 the results were p-CIP stab down -9, PfM18AAP inh 6, IDE cell activ 5, UBC9 SUMO inh 8, NALP1 yeast inh 1, MEKK2 mut-MEK5 5, IDE cell inh 0, MEKK3 PB1 HTS 100 and MEKK2wt PB1 HTS 104.
`CCNc1nc(=S)nc(NC(C)C)[nH]1` gave p-CIP stab down -11, PfM18AAP inh 30*, IDE cell activ -10, UBC9 SUMO inh 5, NALP1 yeast inh 28, MEKK2 mut-MEK5 28, IDE cell inh 7, MEKK3 PB1 HTS 111 and MEKK2wt PB1 HTS 121.
For O=C(Nc1ccsc1C(=O)N1CCCCCC1)c1ccccc1 the results were p-CIP stab down -7, PfM18AAP inh 1, IDE cell activ 5, UBC9 SUMO inh -13, NALP1 yeast inh -4, MEKK2 mut-MEK5 -6, IDE cell inh 6, MEKK3 PB1 HTS 85 and MEKK2wt PB1 HTS 84.
Screening Cc1ccc(OCc2cc(C(=O)NCC(C)(C)N3CCOCC3)no2)cc1C returned p-CIP stab down 4, PfM18AAP inh 0, IDE cell activ -9, UBC9 SUMO inh -14, NALP1 yeast inh 7, MEKK2 mut-MEK5 -4, IDE cell inh 6, MEKK3 PB1 HTS 98 and MEKK2wt PB1 HTS 97.
Cc1cccc(C(=O)O)c1NC(=O)Cc1cccc2ccccc12 was read as p-CIP stab down -1, PfM18AAP inh -2, IDE cell activ -2, UBC9 SUMO inh 3, MEKK2 mut-MEK5 2, IDE cell inh 4, MEKK3 PB1 HTS 103 and MEKK2wt PB1 HTS 103.
For O=C(CSc1nnc(-c2ccco2)n1Cc1ccccc1)NC(=O)NCc1ccccc1 the results were p-CIP stab down 2, PfM18AAP inh -5, IDE cell activ 1, UBC9 SUMO inh 21, NALP1 yeast inh 12, MEKK2 mut-MEK5 0, IDE cell inh 2, MEKK3 PB1 HTS 101 and MEKK2wt PB1 HTS 106.
`CCCCN(C(=O)NC(=O)Nc1ccccc1C)S(C)(=O)=O` gave p-CIP stab down 3, PfM18AAP inh 0, IDE cell activ 6, UBC9 SUMO inh -17, NALP1 yeast inh 2, MEKK2 mut-MEK5 -2, IDE cell inh 0, MEKK3 PB1 HTS 97 and MEKK2wt PB1 HTS 95.
CCOC(=O)c1oc2ccccc2c1NC(=O)C(C)(C)C was read as p-CIP stab down -11, PfM18AAP inh -15, IDE cell activ 1, UBC9 SUMO inh 20, NALP1 yeast inh 17, MEKK2 mut-MEK5 -4, IDE cell inh 1, MEKK3 PB1 HTS 106 and MEKK2wt PB1 HTS 103.
COc1cc(/C=C/C(=O)NCCn2c(C)cc3ccccc32)cc(OC)c1OC was read as p-CIP stab down -5, PfM18AAP inh 4, IDE cell activ -3, UBC9 SUMO inh -1, NALP1 yeast inh 29, MEKK2 mut-MEK5 11, IDE cell inh 4, MEKK3 PB1 HTS 115 and MEKK2wt PB1 HTS 98.
CCn1cc(C=O)c2cc(S(=O)(=O)N3CCOCC3)ccc21 was read as p-CIP stab down 5, PfM18AAP inh 3, IDE cell activ 2, UBC9 SUMO inh 0, NALP1 yeast inh 31, MEKK2 mut-MEK5 -3, IDE cell inh 6, MEKK3 PB1 HTS 94 and MEKK2wt PB1 HTS 94.
COC(=O)c1ccc2c(=O)n(CCCCCC(=O)N3CCN(c4ccc(F)cc4)CC3)c(=O)[nH]c2c1 was read as p-CIP stab down -40, PfM18AAP inh -4, IDE cell activ -1, UBC9 SUMO inh 17, NALP1 yeast inh -8, MEKK2 mut-MEK5 1, IDE cell inh 1, MEKK3 PB1 HTS 104 and MEKK2wt PB1 HTS 109.
Screening Cc1ccc(S(=O)(=O)NCC(=O)OCC(=O)c2ccc(Cl)s2)cc1 returned p-CIP stab down -11, PfM18AAP inh 0, IDE cell activ 4, UBC9 SUMO inh -10, NALP1 yeast inh 9, MEKK2 mut-MEK5 -3, IDE cell inh 0, MEKK3 PB1 HTS 98 and MEKK2wt PB1 HTS 99.
CC(C)c1nnc(NC(=O)c2nc(S(=O)(=O)Cc3ccccc3)ncc2Cl)s1 was read as p-CIP stab down -11, PfM18AAP inh -12, IDE cell activ 2, UBC9 SUMO inh 2, NALP1 yeast inh -24, MEKK2 mut-MEK5 3, IDE cell inh 8, MEKK3 PB1 HTS 102 and MEKK2wt PB1 HTS 101.
For N#CCCn1cc(C=C(C#N)C#N)c(-c2ccc(-c3ccccc3)cc2)n1 the results were p-CIP stab down -7, PfM18AAP inh -1, IDE cell activ 0, UBC9 SUMO inh -10, NALP1 yeast inh 22, MEKK2 mut-MEK5 -2, IDE cell inh 0, MEKK3 PB1 HTS 104 and MEKK2wt PB1 HTS 101.
`Cn1c2ccccc2c(=O)c2cc(C#Cc3ccsc3)ccc21` gave p-CIP stab down 13, PfM18AAP inh 8, IDE cell activ 0, UBC9 SUMO inh -1, NALP1 yeast inh -11, MEKK2 mut-MEK5 -3, IDE cell inh -1, MEKK3 PB1 HTS 106 and MEKK2wt PB1 HTS 95.
`CCN1C(=O)N(CN2CCOCC2)C2C1N(CN1CCOCC1)C(=O)N2CC` (stereo not given) gave p-CIP stab down -8, IDE cell activ 1, UBC9 SUMO inh 24, NALP1 yeast inh 14, MEKK2 mut-MEK5 7, IDE cell inh -6, MEKK3 PB1 HTS 103 and MEKK2wt PB1 HTS 104.
For COc1cc(CO)cc(-c2cc(CO)cc(OC)c2OC)c1OC the results were p-CIP stab down 8, PfM18AAP inh -4, IDE cell activ 0, UBC9 SUMO inh -7, NALP1 yeast inh 26, MEKK2 mut-MEK5 7, IDE cell inh 1, MEKK3 PB1 HTS 105 and MEKK2wt PB1 HTS 108.
